# Compound activity deposited in PubChem by several laboratories.
# proCasp3 act: activators of human procaspase-3 D3A mutant, primary screen, biochemical, absorbance, PC-3 D3A mutant, single concentration | actives 0.11% (n = 330,000) | recombinant procaspase-3 D3A, Ac-DEVD-pNA absorbance 405 nm | activation, % at 8.5 µM | Caspase-3 (Homo sapiens), P42574;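 active = activation above the mean of all tested compounds plus 3 SD, cut at about 21% in these data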;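 also: 0% = DMSO alone and 100% = DMSO wells spiked with extra 5 µM PC-3 D3A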
#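 Compound: 8.5 µM single point, 0.8% DMSO / Material: Autoprocessing-dead procaspase-3 D3A mutant enzyme / Timing: 1 h preincubation plus 2 h reaction at 25 °C / Medium: Zinc-free HEPES/NaCl buffer with 0.01% Triton X-100 at pH 7.4 / Technique: 405 nm absorbance of p-nitroaniline, reads at 0 and 120 min / Repeats: one well per compound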
# GASC-1 inh: inhibitors of GASC-1 histone demethylase, primary screen, biochemical, fluorescence, DELFIA europium. Lysine-specific demethylase 4C (Homo sapiens), Q9H3R0. GST-JMJD2C(1-420) H3K9me3 demethylation. inhibition, % at 2.35 µM. actives 0.069% (n = 330,000). AID 2099, 2009;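 active = more than half of a compound's replicate wells show inhibition beyond 50%, single wells judged on their own value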;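 also: signal counts dimethyl H3K9 product captured on neutravidin plate; 0% = median of DMSO wells and 100% = 0.3 times that DMSO median; strong numbers were not always called active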
# Target sequence (Q9H3R0 1-420 limits assumed): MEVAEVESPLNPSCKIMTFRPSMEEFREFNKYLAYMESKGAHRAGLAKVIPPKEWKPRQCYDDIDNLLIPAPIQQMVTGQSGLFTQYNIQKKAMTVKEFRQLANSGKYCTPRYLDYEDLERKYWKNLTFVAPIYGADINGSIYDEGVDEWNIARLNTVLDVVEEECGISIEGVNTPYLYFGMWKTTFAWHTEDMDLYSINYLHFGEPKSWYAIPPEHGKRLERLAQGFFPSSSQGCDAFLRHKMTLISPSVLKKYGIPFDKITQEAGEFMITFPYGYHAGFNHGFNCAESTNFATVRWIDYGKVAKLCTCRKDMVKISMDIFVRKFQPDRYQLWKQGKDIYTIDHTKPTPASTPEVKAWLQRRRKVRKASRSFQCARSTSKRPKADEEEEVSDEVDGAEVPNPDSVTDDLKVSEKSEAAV
# Fh CTSL1 inh: Fasciola hepatica cathepsin L1 inhibitors, primary screen, counter-screen for PFM18AAP inhibitor project, biochemical, QFRET, fluorogenic peptide substrate; recombinant F. hepatica cathepsin L1, Z-Leu-Arg-MCA fluorescence; inhibition, % at 5.96 µM; actives 0.49% (n = 300,000);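 active = inhibition above the mean of all tested compounds plus 3 SD, set per screening campaign, cut at about 17% in these data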;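 also: 0% = plate median of test compound wells and 100% = 1 µM Z-Phe-Ala-diazomethylketone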
# TPT1 inhibitor: Candida albicans TPT1 enzyme inhibitors, primary screen, biochemical, fluorescence polarization | recombinant caTPT1, FP RNA substrate dephosphorylation | AID 1962, 2009 | tRNA 2'-phosphotransferase TPT1 (Candida albicans SC5314) | inhibition, % at 5 µM | actives 0.81% (n = 300,000);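 active = inhibition above the mean of all tested compounds plus 3 SD, set per screening campaign, cut at about 24% in these data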;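 also: plate controls were DMSO alone for no effect and ferristatin control at 100 nM for full effect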
# PP1 inh: PP1-alpha phosphatase inhibitors, primary screen, counter-screen for PP5 inhibitor project, biochemical, fluorescence, OMFP substrate, single point; Serine/threonine-protein phosphatase PP1-alpha catalytic subunit (Homo sapiens), P62136; purified PP1alpha; inhibition, % at 6.7 µM; actives 0.9% (n = 320,000);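 active = inhibition above the mean inhibition of all tested compounds plus 3 SD, computed separately for each screening campaign, cut at about 15% in these data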
# Target sequence (P62136 whole entry, looked up): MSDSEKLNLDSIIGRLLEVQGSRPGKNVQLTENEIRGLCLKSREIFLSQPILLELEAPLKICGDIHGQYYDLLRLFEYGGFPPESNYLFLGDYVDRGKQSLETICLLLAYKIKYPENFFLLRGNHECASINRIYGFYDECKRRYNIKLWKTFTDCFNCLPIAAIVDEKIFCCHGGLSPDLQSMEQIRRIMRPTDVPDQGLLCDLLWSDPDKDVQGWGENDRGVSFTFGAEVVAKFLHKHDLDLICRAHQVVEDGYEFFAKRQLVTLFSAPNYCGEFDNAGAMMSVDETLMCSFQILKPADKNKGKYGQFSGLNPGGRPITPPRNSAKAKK
# PP5 primary: PP5 phosphatase inhibitors, primary screen, biochemical, fluorescence; purified PP5c, OMFP substrate fluorescence; AID 1987, 2009; actives 0.18% (n = 320,000); inhibition, % at 6.7 µM;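 active = inhibition above the campaign's mean inhibition across all tested compounds plus 3 SD, cut at about 9.5% in these data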;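 also: 0% = DMSO only and 100% = 100 µM cantharidin control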
# procasp7 counter: procaspase-7 activators, primary screen, counter-screen for procaspase-3 activator project, biochemical, absorbance, HTS, human; Caspase-7 (Homo sapiens), P55210; activation, % at 8.5 µM; actives 0.093% (n = 330,000); AID 463210, 2010; recombinant procaspase-7, Ac-DEVD-pNA absorbance 405 nm; D23A/D198A/D206A triple mutant, cannot self-cleave; scale: DMSO 0, 5 µM enzyme 100;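 active = percent activation above the screen-wide mean plus 3 SD, cut at about 25% in these data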
# Target sequence (P55210 whole entry D23A/D198A/D206A): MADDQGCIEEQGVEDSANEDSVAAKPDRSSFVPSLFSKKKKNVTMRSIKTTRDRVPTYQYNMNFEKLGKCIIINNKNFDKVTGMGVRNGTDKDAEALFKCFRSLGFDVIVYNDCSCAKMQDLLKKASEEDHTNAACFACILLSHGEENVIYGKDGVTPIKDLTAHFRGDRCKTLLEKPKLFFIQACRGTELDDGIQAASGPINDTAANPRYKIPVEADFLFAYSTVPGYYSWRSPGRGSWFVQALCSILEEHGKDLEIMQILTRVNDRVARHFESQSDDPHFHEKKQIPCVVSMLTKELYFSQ
#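 Material: Procaspase-7 triple mutant (PC-7 D3A) | Quantity: 2 µM procaspase-7 mutant as dispensed | Reagent: DEVD-pNA substrate | Times: 1 h preincubation, 2 h reaction | Technique: 405 nm absorbance of p-nitroaniline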
# Efflux pump inh: inhibitors of Candida efflux pumps in yeast, primary screen, S. cerevisiae, Nile Red, multiplex; S. cerevisiae Candida pump triplex; inhibition, % at 10 µM; actives 0.44% (n = 330,000);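 active = plate passing quality check with inhibition over a set limit, or well fluorescence over plate mean plus 4 SD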;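 also: Nile Red retained in pooled yeast measured as flow cytometry median fluorescence; 0% = buffer negative control and 100% = Enniatin B positive control; higher means more Nile Red kept so more efflux inhibition; some compounds called inactive have numbers as strong as hits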
# HCV core dimer: inhibitors of HCV core protein dimerization, primary screen, biochemical, TR-FRET, high-throughput; TR-FRET GST/Flag-core106 dimerization, 1536-well; actives 0.33% (n = 300,000); AID 1899, 2009; inhibition, % at 5 µM;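 active = inhibition above the mean of all tested compounds plus 3 SD, set per screening campaign, cut at about 45% in these data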
#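 System: GST-tagged and Flag-tagged HCV core protein residues 1-106 / Input: core106 proteins, GST 13.5 nM and Flag 17 nM / Buffer or medium: KF-containing HEPES buffer, pH 7.45, DTT, CHAPS, BSA / Probe or stimulus: Eu-anti-GST and XL665-anti-Flag labelled anti-tag antibodies / Schedule: 4 h, 22.5 °C incubation / Technique: TR-FRET 671 and 617 nm emission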
# Active calls of the source: *; nt = not tested or not shown.
SMILES,proCasp3 act,GASC-1 inh,Fh CTSL1 inh,TPT1 inhibitor,PP1 inh,PP5 primary,procasp7 counter,Efflux pump inh,HCV core dimer
CC1c2cc3c(cc2CCN1C(=O)c1cccc(Cl)c1)OCCCO3 (stereo unspecified),-3,-3,0,1,1,1.0,-8,0.0,8
CC1CC(C)CN(C(=O)C(C)N2CCN(S(=O)(=O)c3cccs3)CC2)C1 (stereo unspecified),-2,8,nt,nt,3,-0.3,4,0.0,nt
CCCCCc1ccc(-c2cn(CC3CCCCC3)nn2)cc1,-2,-17,-5,-2,-2,2.3,-3,-0.1,2
CC(C)(C)c1ccc(C2SCC(=O)N2c2cccc(C(=O)O)c2)cc1 (stereo unspecified),2,-7,-2,1,14,3.1,7,0.1,-6
Nc1ccc(C#Cc2ccccc2)cc1,-2,8,2,-2,1,1.9,-5,0.0,-13
COc1cc(OC)cc(C(=O)Nc2ccc(S(=O)(=O)Nc3nc(C)cc(C)n3)cc2)c1,9,2,-2,0,-3,-0.6,-6,-0.2,2
O=C(c1ccc(F)cc1)N1CCN(c2cc(=O)[nH]nc2-c2ccccc2)CC1,9,-35,-2,-4,-5,-5.6,-26,0.2,3
O=C(/C=C/c1ccc(Cl)cc1Cl)c1cccnc1,-1,9,1,1,2,4.2,-3,0.0,-5
O=C(COC(=O)c1ccccc1Br)NCC1CCCCC1,4,9,nt,nt,nt,nt,-3,0.0,nt
CCCSc1nnc(NC(=O)Nc2ccc(C)cc2)s1,-9,-22,-1,-2,-2,-0.4,3,0.0,1
N#Cc1cnn(CC2CCCCC2)c1N,3,37,-3,-8,-2,2.7,9,0.2,0
O=C(N/N=C/c1cccnc1)c1ccc(NC(=O)c2ccc(Cl)cc2)cc1,-5,-1,10,-2,0,0.8,-13,-0.2,8
Cc1ccc(S(=O)(=O)N2CCN(CC(=O)N/N=C/c3cc([N+](=O)[O-])ccc3Cl)CC2)cc1,3,-4,1,-4,3,0.1,-3,0.3,11
CCNC(=S)Nc1ccc2cn[nH]c2c1,-7,5,1,-1,-4,0.8,-5,-0.6,-7
COc1ccc(-n2ccnc2SCC(=O)NCc2ccco2)c(OC)c1,-4,8,3,0,-2,-2.4,1,0.0,10
CCn1c(Cn2nnc(-c3ccccc3)n2)nnc1SCC(=O)Nc1cccc(C(C)=O)c1,5,3,4,1,-3,1.3,-2,-0.2,0
O=C(CNC(=O)C1CCCCC1)Nc1ccccc1Cl,-4,7,2,-1,-2,1.2,3,0.1,1
O=C(Nc1ccc2c(c1)CCC2)c1cnccn1,3,68,-1,7,-3,3.2,-3,0.0,-1
CC(C)(C)c1ccc(C(=O)N2CCC(C(=O)NC3CCCCCC3)CC2)cc1,-5,-5,5,-3,-1,0.1,-9,0.2,8
CCCc1cc(C(=O)OC)c(NC(=O)OCC)s1,3,11,-1,1,-4,6.1,8,0.0,1
CCCCC(=O)NNC(=S)NC(=O)C(c1ccccc1)c1ccccc1,-1,-17,0,2,3,-1.3,-4,-0.1,-1
CCOc1ccc(NC(=O)c2sc3nc(C)nc(N4CCOCC4)c3c2C)cc1,-8,2,3,1,1,3.3,-1,-0.3,-9
CCn1c(C(=O)Nc2ccsc2C(=O)OC)cc2sc(Cl)cc21,-1,-4,1,0,-1,2.0,-4,0.2,-3
CCOC(=O)Nc1sc(C)c(C)c1C(N)=O,5,-17,-3,1,-1,-0.6,-7,0.1,0
CCCCC1(C)NC(=S)N2N1C(=S)NC2(C)CCCC (stereo unspecified),4,13,3,-4,-2,-0.7,-9,0.1,-2

# In another format: two of the compounds above.
# Fields – proCasp3 act	GASC-1 inh	Fh CTSL1 inh	TPT1 inhibitor	PP1 inh	PP5 primary	procasp7 counter	Efflux pump inh	HCV core dimer
CCOC(=O)Nc1sc(C)c(C)c1C(N)=O
  5	-17	-3	1	-1	-0.6	-7	0.1	0
CCCCC1(C)NC(=S)N2N1C(=S)NC2(C)CCCC (stereo unspecified)
  4	13	3	-4	-2	-0.7	-9	0.1	-2

# (next part)
SMILES,proCasp3 act,GASC-1 inh,Fh CTSL1 inh,TPT1 inhibitor,PP1 inh,PP5 primary,procasp7 counter,Efflux pump inh,HCV core dimer
CCCCn1c(N)c(N(CC)C(=O)CSc2nnnn2-c2cc(C)ccc2C)c(=O)[nH]c1=O,4,-16,2,-1,12,-1.6,3,0.0,0
CCCn1cnc2c(sc3nc4c(cc32)CSC(C)(C)C4)c1=O,-5,13,4,1,-2,-0.8,1,-0.1,6
N#Cc1ccccc1Sc1ccccc1C(=O)OCc1nnc(-c2ccccc2)o1,-5,3,-5,3,6,4.4,-10,0.4,13
O=C(O)CN1C(=O)CC(Cc2ccccc2)C1=O (stereo unspecified),6,-3,1,-2,2,-1.4,14,-0.1,-6
CCOC(=O)c1sc2nc3n(c(=O)c2c1C)CCC3,5,2,0,-3,2,0.7,6,0.0,-4
COc1ccc(NC(=O)CN2CCCC2)cc1,-2,9,-2,-1,-1,5.2,2,0.3,-6
O=C(COc1ccc2c(-c3ccccc3)cc(=O)oc2c1)NCCCn1ccnc1,1,1,1,2,-3,-0.1,0,-0.1,-3
COc1ccc(NC(=O)CSc2cc(C(=O)c3nccn3C)c3ccccc3n2)cc1,-1,-1,2,2,-4,4.0,-9,0.3,5
NC(=O)CSc1nnc(CNc2cccc(Cl)c2)n1CCc1ccccc1,1,-6,0,-6,0,2.5,10,0.1,-3
COc1ccccc1NC(=O)c1ccc(-n2cccn2)c([N+](=O)[O-])c1,-3,18,10,-2,-12,0.6,-7,0.0,37
COc1ccc(OCCSc2nc(C)c(Cc3ccccc3)c(=O)[nH]2)cc1,5,10,-7,1,-6,-1.0,3,0.0,7
Cn1cccc1CC(=O)N/N=C\c1ccccc1,-3,-1,-2,-2,-1,0.8,-3,-0.1,1
CC(C)C(NC(=O)C1CCCCC1)C(=O)Nc1ccccn1 (stereo unspecified),-4,0,-4,-2,0,-0.7,-1,-0.3,-1
CC(=O)C1=C(C)NC(SCc2ccc(C#N)cc2)=C(C#N)C1c1ccco1 (stereo unspecified),4,18,0,-1,-2,-0.2,-5,-0.1,-3
CCOC(=O)CNC(=O)CSc1nnc(NC(=O)c2ccccc2Cl)s1,-1,-43,1,2,-1,2.3,4,0.0,2
Cc1ccc(NC(=O)CN2C(=O)NC3(CCCCCC3)C2=O)cc1Cl,4,9,nt,nt,1,4.8,8,-0.3,nt
O=C(CCCCn1c(=O)[nH]c2ccccc2c1=O)NCCc1c[nH]c2ccccc12,1,-4,3,2,-4,1.0,-4,0.0,5
COc1ccccc1CNS(=O)(=O)c1cc(CN2C(=O)c3cccnc3C2=O)ccc1OC,-7,2,1,-3,-5,-2.0,5,-0.1,1
C/C(=N\Nc1ccc(Cl)cc1)c1ccccn1,-3,-1,0,2,1,4.4,-15,-0.2,-5
CN(C)S(=O)(=O)c1ccc(Cl)c(C(=O)NC2=NCCS2)c1,3,6,-4,-4,-7,-1.0,5,0.0,8
Brc1nc(-c2ccccc2)nc(-c2ccccc2)c1Br,-22,3,-2,1,-1,-2.3,12,0.0,14
Cn1cnnc1SCC(C)(C)NS(=O)(=O)c1ccc(Cl)cc1,5,-9,-2,1,2,2.1,-6,-0.1,0
CCC(C)c1ccccc1NC(=O)C(C)Sc1n[nH]c(N)n1 (stereo unspecified),-1,16,nt,nt,3,-0.7,-2,0.3,nt
COc1cc(C(=O)NCc2ccc(F)cc2)cc(Cl)c1OC,7,-1,-2,-1,2,2.7,1,-0.1,6
CCS(=O)(=O)n1nc(-c2ccc(OC)cc2)nc1N,-6,-1,2,1,1,0.5,-4,0.2,-2

# Next results:
SMILES,proCasp3 act,GASC-1 inh,Fh CTSL1 inh,TPT1 inhibitor,PP1 inh,PP5 primary,procasp7 counter,Efflux pump inh,HCV core dimer
CCOC(=O)/C=C1\SCC(=O)N1CC(=O)Nc1cccc(F)c1,1,-4,4,6,-1,-1.3,-8,-0.1,-1
C[C@H](NC(=O)c1ccccc1Cl)C(=O)Nc1ccccc1F,-2,5,0,0,3,0.5,14,0.1,-10
CC(NS(=O)(=O)c1ccc(Br)cc1)C(=O)NCc1ccc2c(c1)OCO2 (stereo unspecified),2,-2,2,-3,-1,-0.9,6,0.0,-8
Cc1ccccc1C(=O)O/N=C(\N)c1ccncc1,7,3,3,-2,-3,-0.9,-2,-0.1,-1
Cc1cc(CSc2ccccc2)ccc1NC(=O)c1cccc([N+](=O)[O-])c1,-14,-10,3,-1,-4,0.3,3,-0.1,6
CCC(Sc1n[nH]c(=O)[nH]c1=O)C(=O)OCc1ccccc1 (stereo unspecified),2,19,-1,0,1,0.7,8,0.0,0
COc1ccccc1N1C(=O)c2ccccc2NC1c1ccc(O)cc1 (stereo unspecified),6,-22,2,4,-1,2.2,14,0.3,3
Cc1cc(NC(=O)CN2C(=O)NC3(CCCCC3C)C2=O)no1 (stereo unspecified),0,3,0,0,3,-2.1,11,0.0,4
CCOC(=O)/C(C#N)=C/c1ccc(OCC(=O)Nc2ccc(OC)cc2)c(OC)c1,2,-1,0,11,0,3.9,6,0.8,7
COC(=O)c1nc2nc(C)cc(=O)n2[nH]1,2,4,4,-1,-3,-2.3,-2,0.0,0
CCOC(=O)c1c(NC(=O)CN2C(=O)NC3(CCCCC3C)C2=O)sc(C)c1CC (stereo unspecified),-6,-6,3,2,1,5.4,-2,-0.2,3
NC(N)=N/N=C/c1ccc(OCc2ccccc2)cc1,9,-15,0,0,8,0.5,2,-0.1,-8
Cn1c(SCc2ccccc2F)nnc1-c1ccccn1,5,-9,-2,0,-1,0.8,1,0.0,0
Cn1nc(C(=O)NC2CCCCCC2)ccc1=O,1,11,-2,-2,-4,0.8,4,-0.1,-1
CC(=O)/C(=N/Nc1ccccc1)Sc1nnc(C(O)c2ccccc2)n1-c1ccccc1 (stereo unspecified),-1,-48,2,0,0,-2.0,7,-0.1,10
Cc1ccc(-c2csc3ncnc(N4CCN(c5ccccc5O)CC4)c23)cc1,4,13,4,-3,3,4.3,-6,0.1,16
CC(=O)c1ccc(N2CCC(c3cc(-c4ccc(Cl)cc4Cl)n[nH]3)CC2)c([N+](=O)[O-])c1,-4,14,-3,2,5,6.0,-3,0.1,4
CCCOc1ccc(-c2c(C(=O)N/N=C/c3ccc(C)cc3)nnn2-c2nonc2N)cc1,3,2,1,2,2,1.7,4,0.1,14
